Shiga inhibitor: blocks Shiga toxin action in Vero cells; 290,000 compounds, 9.2% hits; inhibition, % at 38.7 µM; Vero cells, Shiga toxin protein synthesis inhibition reporter; in the data active = inhibition mostly above about 28%, no sharp cut-off; inactive = mostly below about 43%; also: 0% is about no effect
Pf growth 96h: P. falciparum growth inhibition at 96 hours. P. falciparum luciferase reporter growth, 96 h. Potency, µM (top dose mostly 28.7 µM), for the others: at the highest dose activity change, negative = inhibition, actives largely listed as inhibitors. 320,000 compounds, 6.9% hits. AID 504834; also: potency is read from the fitted curve at half-maximal effect; % is scaled to controls: 0 for no effect and ±100 for the full control effect
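Infected RBCs, 2% Hct / 0.05% parasitemia final; luciferase-reporter P. falciparum; cpd 96 h, 37 C, 5% CO2; luciferase detection reagent; luminescence.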
Giardia FBPA inh: Giardia lamblia aldolase inhibition | A8B2U2 | purified Giardia FBPA | Potency, µM (series often up to 59.6 µM), inactives show at the highest dose activity, negative = inhibition, most hits filed as inhibitors | 290,000 compounds, 0.71% hits | AID 2451; also: potency is read from the fitted curve at half-maximal effect; % is scaled to controls: 0 for no effect and ±100 for the full control effect; nearly all actives have a fitted effect of over 55% in size
Target sequence (A8B2U2 whole entry, looked up): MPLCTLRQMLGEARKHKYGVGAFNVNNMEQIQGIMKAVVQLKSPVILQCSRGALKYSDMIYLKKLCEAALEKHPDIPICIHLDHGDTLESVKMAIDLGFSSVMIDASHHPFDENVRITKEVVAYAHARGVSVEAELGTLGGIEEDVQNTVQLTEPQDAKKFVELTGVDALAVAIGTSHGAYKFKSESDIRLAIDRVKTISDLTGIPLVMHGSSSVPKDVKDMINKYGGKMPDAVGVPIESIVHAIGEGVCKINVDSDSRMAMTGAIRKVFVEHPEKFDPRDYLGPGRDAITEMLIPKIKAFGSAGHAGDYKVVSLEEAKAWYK
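Giardia FBPA (40 nM reagent) was preincubated 10 min at RT with compound (up to 57.5 uM final), then substrate plus GAPDH/TPI/NAD/arsenate coupling system with diaphorase/resazurin was added; resorufin fluorescence (525/598 nm) was read after 20 min.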
Cycloheximide cs: affects cycloheximide protein synthesis inhibition readout, counter-screen. cell reporter, cycloheximide protein synthesis inhibition counterscreen. max response, %. 300,000 compounds, 12% hits. AID 2314; in the data active = max response mostly above about 13%, no sharp cut-off; inactive = mostly below about 14%; also: read at 38.3 µM for the half of the compounds with a filed dose; 0% is about no effect
Pf growth 48h: P. falciparum growth inhibition at 48 hours (one generation) | 310,000 compounds, 5.9% hits | P. falciparum luciferase growth in erythrocytes, 48 h | Potency, µM (titrated, usually from 28.7 µM), inactives show at the top dose activity change, negative = inhibition, hits mostly inhibitors | AID 504832; also: potency is read from the fitted curve at half-maximal effect; % is scaled to controls: 0 for no effect and ±100 for the full control effect
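Luciferase-expressing P. falciparum in infected erythrocytes (2% hematocrit, 0.1% parasitemia final) in RPMI 1640/0.5% Albumax were exposed to compound for 48 hours at 37 C, 5% CO2; growth read as luminescence.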
HCV inh: inhibitors of hepatitis C virus infection. 340,000 compounds, 3.4% hits. AID 651820. Potency, µM (top dose mostly 41.8 µM), inactives show at the highest dose activity change, negative = inhibition, most hits filed as inhibitors. Huh7.5.1 HCVcc-Cre infection, luciferase reporter, 44 h; also: potency is read from the fitted curve at half-maximal effect; % is scaled to controls: 0 for no effect and ±100 for the full control effect
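Reporter virus HCVcc-Cre (~0.5 moi) infects cells exposed to compound; seeding density 1,000 cells/well with 4 h settling beforehand. Luminescence, 15 sec read, taken 44 h post-infection following a 15 min RT substrate incubation.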
The depositor's hits bear a star; i = inactive; u = inconclusive; x = not tested or not shown; & = joins results of further samples; [ ] = another dose, or the depositor's remark. Unless noted, calls follow the shape of the dose curve; as a rule, active = well fitted curve in the direction sought with a large enough effect; inconclusive = small, poorly fitted or top-dose-only effect, or another doubt; inactive = no such curve, though single readings can be large; an effect the other way counts as inactive or inconclusive.

Structure	Shiga inhibitor	Giardia FBPA inh	Pf growth 48h	Cycloheximide cs	HCV inh	Pf growth 96h
CCCCn1c(N)c(N(CCC(C)C)C(=O)c2sc3nc4n(c(=O)c3c2C)CCC4)c(=O)[nH]c1=O	17	x	4%	-4	13%	7%
Cc1nc2ccccc2n1Cc1n[nH]c(=S)n1-c1ccc(Cl)cc1	-3	6%	1%	-2	13%	1%
CCn1nc(C)c(CNC(=O)CC2C(=O)NCCN2CC(C)(C)C)c1C (stereo unspecified)	-6	4%	-6%	-4	15%	-4%
Cc1ccc(CSc2nnc([C@@H]3CCCN3C(=O)OC(C)(C)C)o2)cc1	26	-3%	u	-3	22µM*	u
O=C(N/N=C/c1cc2c(cc1Cl)OCO2)c1cccc(Br)c1	9	5%	u	9	u	u
O=C(CSc1ccc([N+](=O)[O-])cc1)NCC1CCCCC1	24	-8%	4%	4	13%	72%[activator]
Fc1ccc(CNc2ccccn2)cc1	26*	-2%	9%	20*	4%	-16%
CCN=C1S/C(=C\c2ccc(O)c(OCC)c2)C(=O)N1CC	25	10%	2%	9	u	u
CCCC1(C(=O)OCC)NC(c2ccc(N(C)C)cc2)C2C(=O)N(c3ccc(F)cc3)C(=O)C21 (stereo unspecified)	-2	-11%	u	-1	1%&29%	19%
O=C(CN1CCOCC1)Nc1ccc(-c2nc3ccccc3[nH]2)cc1	76*	-2%	67%[activator]	27*	21%	6%
CC(C)OCCCNc1nc2c(c(=O)n(Cc3ccccc3F)c(=O)n2C)n1C	22	19%	u	1	-17%	x
O=C1N=c2ccccc2=C1c1sc(=S)n(NC(=O)c2cccc(O)c2)c1O	-22	u	-1%	-1	14%	1.9µM*
O=C(COc1ccc2c3c(c(=O)oc2c1)CCCC3)NCCCn1ccnc1	-8	x	9%	-3	-6%	u
NC(=O)Cn1c(=O)n(CC(=O)N2CCCCC2)c(=O)c2sccc21	-3	2%	26%	-3	7%	15%
COc1cc(CC(=O)OCC(=O)Nc2cccc([N+](=O)[O-])c2)cc(OC)c1OC	-15	u	5%	-3	-34%	57%[activator]
Cc1cc(C)n(-c2nc3ccccc3nc2Nc2ccc(CC(=O)O)cc2)n1	-17	27%	x	-6	5%	u
CC(C)(C)NC(=O)COC(=O)CCC(=O)c1ccc(F)cc1	-10	2%	u	-2	9%	28%
CCc1cc(=O)oc2cc(OC(C)C(=O)NCCCn3ccnc3)ccc12 (stereo unspecified)	2	-23%	-3%	-7	6%	14%
CN1CCc2cc3c(c4c2[C@H]1[C@H](O)c1ccccc1-4)OCO3	-12	u	1.7µM*	-2	-3%[8.37 µM]	u
COc1ccc2cc(C(=O)C3CCCN(C(=O)/C=C/c4ccccn4)C3)ccc2c1 (stereo unspecified)	-6	-5%	-1%	1	-12%	u
O=C(Nc1ccc(N2CCOCC2)cc1N1CCOCC1)c1cccc([N+](=O)[O-])c1	-11	-13%	-5%	-3	u	14%
Cc1ccc(S(=O)(=O)NCc2ccc(C(=O)NCCCN3CCC(Cc4ccccc4)CC3)cc2)cc1	-5	5%	u	-3	-5%	u
O=C(Nc1ccc2c(c1)C(=O)NC2=O)c1cccc(C(F)(F)F)c1	-5	-18%	62%[activator]	-1	-1%	47%[activator]
Cc1ccc(OCCOC(=O)Cn2nc(C)c([N+](=O)[O-])c2C)cc1	-3	-1%	14%	0	6%	7%
CCS(=O)(=O)c1ccc2oc(SCC(=O)Nc3ccc(OC)cc3)nc2c1	-4	1%	90%[activator]	-3	12%	114%[activator]
O=C(Cn1nc(C(=O)O)c2ccccc2c1=O)Nc1cccc(S(=O)(=O)N2CCCC2)c1	x	x	17%	x	14%	-1%
CCOC(=O)c1sc(NC(=O)CCN2CCCCCC2)c(C(=O)OCC)c1C	8	6%	-24%	16	u	-13%
COc1ccc(CCNc2nc(-c3ccc(O)cc3)cs2)cc1OC	30	-11%	u	7	u	10µM*
O=C(NNC(=O)c1ccc(-n2cncn2)c([N+](=O)[O-])c1)c1ccc(Cl)cc1	x	x	12%	x	4%	u
CC(C)Oc1ccc(OCCNC2CCCC2)cc1	74*	-7%	18%	19	-2%	x
CC1CCN(S(=O)(=O)c2ccc3c(c2)N(C)C(=O)CC(=O)N3C)CC1	11	2%	-4%	-2	4%	21%
COc1cc(C(=O)NCC2CCCO2)ccc1OCc1ccccc1Cl (stereo unspecified)	37	16%	u	16*	x	-2%
Cc1ccc(S(=O)(=O)N2CCOCC2)cc1C(=O)OCC(=O)N1CCc2ccccc2C1	14	-17%	-29%	0	u	u
COCc1cc(C)nc(SCC(=O)Nc2cccc3cccnc23)c1C#N	-5	3%	15%	-3	13%	12µM*
COc1ccc(C(=S)N2CCOCC2)cc1OC(=O)c1ccc([N+](=O)[O-])cc1	-6	11%	20%	-1	1%	-17%
O=C(NN1S(=O)(=O)c2ccccc2S1(=O)=O)c1ccc(Br)cc1	-2	u	10%	0	18%	91%[activator]
FC(F)(F)c1ccc2c(c1)N1CCCC1CN2 (stereo unspecified)	5	-21%	u	-2	-28%	u
CCCSCCCNC(=O)Cn1c(=O)c2cccn2c2ccccc21	-9	-5%	7%	-12	-11%	u
CC(C)(C)c1ccc(SCCc2cccnc2)cc1	110*	1%	224%[activator]	44*	9%	117%[activator]
CCn1c(SCC(=O)N/N=C/C(C)=C\c2ccco2)nnc1-c1ccccc1	-7	u	3%	-1	-4%	-20%
COc1ccc(/C=N/NC(=S)N[C@H]2CC3CCC2C3)cc1 (stereo partly specified)	18	-3%	4.1µM*	13*	-30%	5.2µM*
CC(Sc1ccc(Cl)cc1)C(=O)NCc1ccc2c(c1)OCO2 (stereo unspecified)	15	0%	3%	-2	-3%	u
Fc1ccc(Cn2nnc(-c3ccc(CN4CCOCC4)cc3)n2)cc1	11	3%	u	9	u	-11%
O=C1C=C(NC2CCCCC2)CCC1	x	x	13µM*	x	31%[activator]	13µM*
COc1cc(NC(=O)CSc2nc(C)cc(C)n2)cc(OC)c1OC	-7	4%	12%	-3	-24%	55%[activator]
CC(=O)N[C@H]1CSSC[C@@H](C(=O)N2CCC[C@H]2C(=O)N2CCC[C@H]2C(=O)N[C@@H](CCCCN)C(=O)N[C@@H](CC(=O)O)C(N)=O)NC(=O)CNC(=O)[C@H](Cc2c[nH]c3ccccc23)NC(=O)[C@H](CCCNC(=N)N)NC(=O)[C@@H](Cc2ccc(Cl)c(Cl)c2)NC(=O)[C@H](Cc2cnc[nH]2)NC(=O)[C@H](CCC(=O)O)NC1=O	-9	6%	x	-7	x	x
BrC(=C\c1ccccc1)/C=N/Nc1ccc2nncn2n1	18	0%	-13%	11	u	13%
c1ccc2c(c1)OCCOCCOc1ccccc1OCCOCCO2	8	0%	-28%	0	-5%	u
O=C(Nc1ccc2snnc2c1)N1CCN(c2ccccc2)CC1	0	-4%	2%	2	u	x
C[C@H](NC(=O)c1nc[nH]c1C(=O)N[C@@H](CCCCNC(=O)OC(C)(C)C)C(=O)OC(C)(C)C)c1ccccc1	-6	-13%	10µM*	9	u	u

Other results
Structure	Shiga inhibitor	Giardia FBPA inh	Pf growth 48h	Cycloheximide cs	HCV inh	Pf growth 96h
CCN1CCN(CCn2c(=S)[nH]c3ccccc3c2=O)CC1	-37	-6%	-2%	-5	0%	x
O=C(NCc1ccccc1)c1ccccc1-c1nc2ccccc2[nH]1	-5	3%	32%[activator]	8	7%	24%
CC1CCc2ccc(F)cc2N1S(=O)(=O)c1cccs1 (stereo unspecified)	14	-15%	u	-1	-8%	3%
Cc1sc2nc(COC(=O)c3ccc(Cl)c(N)c3)[nH]c(=O)c2c1C	24	-15%	u	1	-25%	-7%
O=C(COC(=O)c1cnc(Cl)c(Cl)c1)NCCC1=CCCCC1	12	8%	-3%	2	13%	25%
CC1CCC/C(=C\Nc2ccc(O)cc2)C1=O (stereo unspecified)	80*	7.9µM*	16%	52*	0%	6%
COc1ccc(CC(=O)NC2CCN(Cc3nnnn3C(C)(C)C)CC2)cc1OC	-21	-21%	15%	-3	7%	-20%
COc1ccc(C2=CC(=O)C[C@H](c3ccc(Cl)cc3)C2)cn1	x	x	26%	x	-7%	u
COCCCNC(=O)CCc1nnc2ccc(N3CCC(C)CC3)nn12	-3	-2%	-25%	2	4%	61%[activator]
NNC(=O)c1ccc(Cn2cc(Cl)cn2)cc1	13	1%	0%	-4	3%	u
S=c1[nH]nc(COc2ccc(Cl)cc2)n1C1CCCCC1	-5	7%	u	-3	-2%	-2%
COc1ccc(NC(=O)COc2ccc(CNCCCN3CCOCC3)cc2OC)cc1	8	-10%	u	-5	u	u
COc1ccc(C(c2c(NC(C)=O)sc3c2CCCC3)N2CCN(CCO)CC2)cc1OC (stereo unspecified)	3	4%	4.7µM*	0	-2%	u
O=C(COC(=O)c1cccs1)c1ccc2ccccc2c1	98*	-4%	79%[activator]	56*	-1%	51%[activator]
S=c1nc[nH]c2c1sc1nc(N3CCOCC3)c3c(c12)CCCC3	-8	17%	21%	2	0%	28%
Cn1c(O)c(N=Nc2ccccc2[N+](=O)[O-])c2ccccc21	75*	24%	77%[activator]	31*	0%	i
CCc1n(CC(O)COCC2CC=CCC2)c2ccccc2[n+]1C (stereo unspecified)	-9	2%	u	-1	24%	27%
O=C1C=CC(O)(c2cc(=O)c3c(O)cc(O)cc3o2)C=C1	93*	4%	9.3µM*	45*	u	15µM*

High-throughput results from PubChem BioAssay.
